# Bioassay records: PubChem, several laboratories
# STAT3 activator – activators of IL-6 induced STAT3 signaling; activation (% of control), % at 5.6 µM; U3A cells, IL-6 STAT3-luciferase reporter, luminescence; 100% = signal with IL-6 EC80 alone; 190,000 tested, 0.91% active; AID 871;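 active = activation above the screen-wide mean of compound activation plus 3 SD, cut at about 130% in these data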;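 note: 0% = background luminescence of wells with medium and substrate only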
#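 Test system: STAT3-luciferase reporter U3A cells; Detection: reporter luminescence signal; Times: 1 h compound pre-exposure, 6 h IL-6 stimulation, 37 °C; Benchmarks: IL-6-only high control; Also added: IL-6 stimulus at 33 ng/mL final.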
# STAT1 act – increases IFN-gamma driven STAT1 reporter signal; activation (% of control), % at 5.5 µM; NIH 3T3 STAT1-luciferase reporter, luminescence; 100% = IFN-gamma alone, no compound; 200,000 tested, 2.6% active; AID 932;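 active = activation above the screen-wide mean activation plus 3 SD, cut at about 130% in these data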;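 note: raw ratio to IFN-gamma control signal so 100% means no change and 0% no light; values of inactives mirror those of a sister screen read the other way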
# STAT1 inh – reduces IFN-gamma driven STAT1 reporter signal; NIH 3T3 STAT1-luciferase reporter, luminescence; inhibition, % at 5.5 µM; 200,000 tested, 0.35% active;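 active = inhibition above a set limit, the mean inhibition across all tested compounds plus 3 SD, cut at about 34% in these data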;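 note: 0% = IFN-gamma with DMSO and 100% = IFN-gamma with 300 µM nifuroxazide; values of inactives mirror those of a sister screen read the other way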
# Hsp70 act – Hsp70 transcriptional activation, primary screen; HeLa Hsp70 promoter luciferase reporter, luminescence; scaled: vehicle 0, proteasome-inhibitor control 100%; AID 1203; activation, % at 10 µM; 200,000 tested, 0.04% active;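 active = activation above the mean across all tested compounds plus 3 SD, cutoff set per campaign, cut at about 5.5% in these data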;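 note: 100% = MG132 at 30 µM as the positive control and 0% = DMSO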
# Diaphorase inh – inhibits diaphorase or chemically oxidizes, flagging diaphorase assay artifacts. inhibition, % at 20 µM. 190,000 tested, 0.69% active. AID 1217. diaphorase resazurin-to-resorufin fluorescence, NADH, 16 min; bacterial (C. kluyveri) enzyme, not human;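 active = primary screen inhibition at 20 µM above a set limit, cut at about 50% in these data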;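 note: plate controls were DMSO with full reaction for no effect and wells lacking NADH for full effect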
#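 Benchmarks: positive control wells lacking NADH, neutral wells with DMSO only. System: bacterial diaphorase enzyme (C. kluyveri). Input: 0.14 U/mL diaphorase, enzyme working solution. Detection: resorufin fluorescence, excitation 544 nm, emission 590 nm. Times: 16-min room-temperature incubation before reading.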
# APP transl inh – APP translation inhibition. SH-SY5Y APP 5'UTR-luciferase reporter, luminescence. inhibition, % at 2 µM. 190,000 tested, 0.82% active;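 active = inhibition above a set limit, derived from the sample mean plus 3 SD, cut at about 45% in these data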; note: values of inactives mirror those of a sister screen read the other way
# Diaph act CS – counter-screen for diaphorase-based assays: diaphorase activators and chemical reducers; Diaphorase/resazurin coupled assay, resorufin fluorescence, 16 min; hits give high values; 1 = vehicle wells, 0 = NADH-free wells; AID 1229; activation factor at 20 µM; 190,000 tested, 0.005% active;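 active = diaphorase activity raised at least twofold by the compound at 20 µM; inactive = activation factor below 2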
#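 Material: Purified diaphorase enzyme from Clostridium kluyveri | Buffer or medium: 50 mM HEPES pH 7.4 with 4.542 mM MgCl2, 0.005% Tween 20 | Times: 16 min enzyme reaction, ambient temperature | Signal: Red resorufin fluorescence at 544/590 nm excitation/emission | Measure: Increased resorufin signal from activators or reducing compounds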
# TLR4 MyD88 comp – TLR4-MyD88 interaction inhibition in cells; inhibition, % at 8.4 µM; HeLa CL3-4 TLR4/MyD88 BLA complementation, FRET ratio; O00206+Q99836; 200,000 tested, 0.18% active; in the data active = inhibition above about 25%;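 note: 0% = vehicle and 100% = reference inhibitor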
# Target sequence (O00206 whole entry, looked up): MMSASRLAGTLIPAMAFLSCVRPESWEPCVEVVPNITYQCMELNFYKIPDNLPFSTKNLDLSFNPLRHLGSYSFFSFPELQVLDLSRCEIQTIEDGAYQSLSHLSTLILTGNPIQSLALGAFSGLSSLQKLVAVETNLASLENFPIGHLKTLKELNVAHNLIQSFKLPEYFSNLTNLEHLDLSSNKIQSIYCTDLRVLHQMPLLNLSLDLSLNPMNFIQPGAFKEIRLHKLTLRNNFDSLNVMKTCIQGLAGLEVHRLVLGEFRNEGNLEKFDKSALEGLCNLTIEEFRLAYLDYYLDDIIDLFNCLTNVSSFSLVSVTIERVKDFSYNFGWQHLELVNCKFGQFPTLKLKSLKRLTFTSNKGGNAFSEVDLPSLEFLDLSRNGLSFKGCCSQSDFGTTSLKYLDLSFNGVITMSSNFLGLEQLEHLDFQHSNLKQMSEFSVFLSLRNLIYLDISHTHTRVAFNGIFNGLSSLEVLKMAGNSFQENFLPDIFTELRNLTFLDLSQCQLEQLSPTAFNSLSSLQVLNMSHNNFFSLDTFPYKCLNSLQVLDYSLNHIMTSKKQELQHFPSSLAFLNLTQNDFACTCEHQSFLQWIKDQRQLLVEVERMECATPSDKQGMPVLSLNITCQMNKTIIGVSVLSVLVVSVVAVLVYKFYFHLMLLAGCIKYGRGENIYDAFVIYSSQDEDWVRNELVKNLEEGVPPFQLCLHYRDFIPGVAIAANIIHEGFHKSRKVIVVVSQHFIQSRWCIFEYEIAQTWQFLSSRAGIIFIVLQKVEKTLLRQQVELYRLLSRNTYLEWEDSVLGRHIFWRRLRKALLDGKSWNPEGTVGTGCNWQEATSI
# Target sequence (Q99836 whole entry, looked up): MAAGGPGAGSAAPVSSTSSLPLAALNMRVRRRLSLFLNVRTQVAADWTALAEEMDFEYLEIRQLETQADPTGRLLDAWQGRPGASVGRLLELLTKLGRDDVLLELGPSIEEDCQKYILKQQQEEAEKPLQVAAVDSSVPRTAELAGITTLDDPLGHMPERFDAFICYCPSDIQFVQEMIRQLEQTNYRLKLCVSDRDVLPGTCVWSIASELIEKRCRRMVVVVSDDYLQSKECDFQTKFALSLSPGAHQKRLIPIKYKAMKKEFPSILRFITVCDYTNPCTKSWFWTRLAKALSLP
# STAT3 inh – inhibitors of IL-6 induced STAT3 signaling; AID 862; U3A cells, IL-6 STAT3-luciferase reporter, luminescence; host cell line lacks STAT1; 190,000 tested, 0.89% active; inhibition, % at 5.5 µM;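 active = inhibition above the mean inhibition across all screened compounds plus 3 SD, cut at about 44% in these data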;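 note: 0% = DMSO only wells and 100% = 100 µM nifuroxazide control wells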
# G6PDH counter – inhibits Leuconostoc G6PDH, flagging false hits in G6PDH-based assays; Purified L. mesenteroides G6PDH, diaphorase/resazurin coupled fluorescence, 45 min; inhibition, % at 5 µM; 200,000 tested, 0.12% active; in the data active = inhibition above about 50%
# Active calls of the source: *; . = not tested or not shown.
SMILES,STAT3 activator,STAT1 act,STAT1 inh,Hsp70 act,Diaphorase inh,APP transl inh,Diaph act CS,TLR4 MyD88 comp,STAT3 inh,G6PDH counter
COc1ccc(-c2cc(C(F)(F)F)nc(SCC(=O)Nc3cc(C)on3)n2)cc1OC,112,102,-2,-0.1,4,7,1,-5,-9,5
CCOC(=O)NC(C)N1C(=O)C2C3C=CC(C3)C2C1=O (centres undefined),94,96,4,-0.1,5,-21,1,-6,9,3
CCC(C)SCc1nc2ccccc2[nH]1 (centres undefined),112,92,10,-0.2,12,0,0.9,5,-10,6
O=C(/C=C/c1ccc([N+](=O)[O-])cc1)Nc1ncc([N+](=O)[O-])s1,61,147*,-51,0.1,10,-221,0.9,-9,50*,0
C=C(C)Cn1c(Sc2nnc(C)s2)nc2c1c(=O)[nH]c(=O)n2C,100,97,4,-0.2,13,-6,0.9,-1,5,-5
CCOC(=O)c1cc2c(ccn2C)n1CC(=O)N(C)C,102,104,-6,-0.2,-3,6,1,3,2,15
CCOC(=O)CN1C(=O)C(O)=C(C(C)=O)C1c1ccc(F)cc1 (centres undefined),100,103,-3,0.6,0,0,1,1,9,12
Cn1c(CSCc2ccccc2Cl)n[nH]c1=S,89,104,-6,-0.2,1,-5,1,8,15,3
Cn1c(=O)c2c(nc(N3CCCCC3)n2CCCNC2=NCCCC2)n(C)c1=O,98,98,4,-0.2,14,0,0.9,-10,6,-20
Cc1ccc(S(=O)(=O)NNC(=O)c2csnn2)cc1,88,93,7,-0.1,14,8,0.9,2,16,11
O=C1/C(=C\c2ccc(Br)o2)SC(=Nc2ccccc2)N1c1ccccc1,98,100,0,-0.2,28,0,0.7,6,4,5
CCOc1ccccc1Nc1nnc(SCC(=O)N2CCCC2)s1,101,96,4,0.4,12,11,0.9,-6,3,-19
CCOc1ccccc1N(C(=O)CNC(=O)c1ccco1)C(C(=O)NC(C)(C)C)c1ccncc1 (centres undefined),104,108,-8,-0.1,11,12,0.9,3,-1,15
Cc1cccc(N2CCN(Cc3oc(CO)cc(=O)c3O)CC2)c1C,97,103,-3,-0.3,0,6,1,7,10,16
CC1(C)CC(=O)c2c(noc2-c2ccccc2)C1,85,118,-20,-0.1,12,-8,0.9,10,21,14
Cc1ccc(NC(=O)c2cc(N3C(=O)C4CC=CCC4C3=O)ccc2N2CCCCC2)cc1 (centres undefined),98,100,0,-0.3,20,3,0.8,-3,2,8
Cc1nc(-c2ccc(NS(C)(=O)=O)cc2)cs1,98,95,5,-0.4,4,16,1,-7,2,-9
Cc1ccc(S(=O)(=O)NCc2ccncc2)cc1,44,79,23,-0.3,4,11,1,19,68*,-3
Cc1ccc(NC(=O)CSC2=NCCN2)cc1,99,94,7,-0.4,5,-10,1,-6,3,1
O=C(NCCC1=CCCCC1)NC1CCCCC1,100,144*,-48,0.4,2,-82,1,2,0,1
COc1ccc(/C=C(/NC(=O)c2ccc([N+](=O)[O-])cc2)C(=O)NC(C)(C)C)cc1,107,96,2,-0.2,19,5,0.8,-6,1,1
O=C(NNC(=S)NCCc1ccccc1)c1ccc(Br)s1,100,102,-4,-0.1,2,-3,1,-17,6,3
O=C(COc1ccccc1)Nc1ccc2c(c1)nc1n2CCSC1,93,110,-10,-0.2,13,-26,0.9,-9,12,-3
COc1ccc(-n2cc(-c3ccccc3)c3c(=O)[nH]cnc32)cc1,99,106,-4,-0.4,21,3,0.8,5,-2,-2
CC(=O)NC(c1cccs1)c1cc([N+](=O)[O-])c2cccnc2c1O (centres undefined),96,106,-6,-0.1,44,10,0.6,-1,4,61*

# Entries of single compounds from above. Screens in order: STAT3 activator, STAT1 act, STAT1 inh, Hsp70 act, Diaphorase inh, APP transl inh, Diaph act CS, TLR4 MyD88 comp, STAT3 inh, G6PDH counter
# Results for CC(=O)NC(c1cccs1)c1cc([N+](=O)[O-])c2cccnc2c1O (centres undefined) : 96, 106, -6, -0.1, 44, 10, 0.6, -1, 4, 61*
# Results for Cc1ccc(NC(=O)c2cc(N3C(=O)C4CC=CCC4C3=O)ccc2N2CCCCC2)cc1 (centres undefined) : 98, 100, 0, -0.3, 20, 3, 0.8, -3, 2, 8
# Results for CCOc1ccccc1N(C(=O)CNC(=O)c1ccco1)C(C(=O)NC(C)(C)C)c1ccncc1 (centres undefined) : 104, 108, -8, -0.1, 11, 12, 0.9, 3, -1, 15
# Results for Cn1c(=O)c2c(nc(N3CCCCC3)n2CCCNC2=NCCCC2)n(C)c1=O : 98, 98, 4, -0.2, 14, 0, 0.9, -10, 6, -20
# Results for O=C1/C(=C\c2ccc(Br)o2)SC(=Nc2ccccc2)N1c1ccccc1 : 98, 100, 0, -0.2, 28, 0, 0.7, 6, 4, 5

# Carrying on.
SMILES,STAT3 activator,STAT1 act,STAT1 inh,Hsp70 act,Diaphorase inh,APP transl inh,Diaph act CS,TLR4 MyD88 comp,STAT3 inh,G6PDH counter
CC(NC(=O)CCSCCC(=O)NC(C)c1ccccc1)c1ccccc1 (centres undefined),104,96,3,0.0,18,0,0.8,-1,-4,-3
CCC(C)NC(=O)CN(C)S(=O)(=O)c1ccc2c(c1)c(=O)n(C)c(=O)n2C (centres undefined),106,101,-1,-0.1,18,-7,0.8,0,2,9
O=C(CSc1nc(-c2ccco2)cc(C(F)(F)F)n1)NC1CCCC1,90,92,9,-0.3,18,.,0.8,-11,20,3
Cc1oc(-c2ccccc2Cl)nc1CN(C)C(C)c1ccon1 (centres undefined),102,101,-3,0.1,.,9,.,8,0,8
CCC(=O)Nc1cccc(C(=O)c2ccccc2)c1,102,104,-1,0.1,7,36,0.9,0,0,8
COc1cc(OC)c(OC)cc1CN1CCN(S(=O)(=O)c2ccc(F)cc2)CC1,102,99,1,-0.3,12,15,0.9,3,-2,13
COc1cc(/C=C/C(=O)OCC(=O)c2c(N)n(C)c(=O)n(C)c2=O)ccc1OC(F)F,96,99,0,0.3,13,-7,0.9,12,9,-2
CC1CCc2ccccc2N1C(=O)c1cccs1 (centres undefined),98,100,0,-0.1,14,-11,0.9,10,6,7
Cc1sc2ncnc(OCC(=O)N3CCN(S(=O)(=O)c4ccccc4)CC3)c2c1C,99,90,11,0.1,8,-4,0.9,17,4,-1
CN1CCN(C2CCCCCC2)CC1,98,101,-1,0.1,8,4,0.9,-10,8,-6
CC1=NN(Cc2c(C)nn(Cc3ccccc3)c2C)C(C)(C)C1,97,97,2,-0.4,9,10,0.9,-3,7,16
Cn1nc(C(F)(F)F)c(C(=O)Nc2ccc(F)cc2F)c1Cl,92,97,2,-0.2,13,0,0.9,-7,12,5
CC(C(=O)O)C1SC(=O)NC1=O (centres undefined),104,103,-3,-0.1,9,0,0.9,-12,-4,2
O=C(c1ccccc1)c1cc[n+]([O-])cc1,98,98,-8,-0.3,-10,6,1.1,2,6,10
O=c1[nH]cnc2c1ncn2[C@H]1CC[C@@H](CO)O1,.,.,.,-0.3,1,.,1,.,.,6
CC(/C=N/Nc1nncc(=O)[nH]1)=C\c1ccccc1,100,105,-6,-0.3,3,-12,1,5,0,-20
COc1ccc(N2CCN(C(=O)c3ccc(NS(=O)(=O)c4cccs4)cc3)CC2)cc1,102,93,6,0.0,12,0,0.9,4,-1,10
O=C(Cc1ccccc1)Nc1nnc(-c2ccco2)o1,97,95,6,0.1,10,22,0.9,3,9,2
Cc1cc(C(F)F)n2nc(C(=O)Nc3sc4c(c3C#N)CCC4)nc2n1,105,102,0,-0.3,16,2,0.8,-6,-9,-10
COc1cc(OC)c(S(=O)(=O)NC(C)C)cc1S(=O)(=O)NC(C)C,97,102,-3,0.3,14,-4,0.9,0,14,6
CC(Oc1ccc(Cl)cc1Cl)C(=O)NCCC1=CCCCC1 (centres undefined),100,104,-5,-0.3,5,-16,0.9,14,4,4
CC(=O)c1cccc(NC(=O)CN2C(=O)COc3ccc(Cl)cc32)c1,91,103,-3,0.1,20,13,0.8,-13,13,9
Cc1ccc(C2c3sc(=O)[nH]c3SC3C(=O)NC(=O)C32)cc1 (centres undefined),132,93,6,-0.3,30,9,0.7,-3,-33,15
FC(F)(F)c1cc(-c2ccco2)nc(NCc2ccco2)n1,108,92,9,0.2,15,-16,0.9,-5,-3,9
CCOC(=O)CC(NC(=O)C1c2ccccc2Oc2ccccc21)c1ccccc1Cl (centres undefined),105,97,3,-0.4,14,1,0.9,-9,-6,8
SMILES,STAT3 activator,STAT1 act,STAT1 inh,Hsp70 act,Diaphorase inh,APP transl inh,Diaph act CS,TLR4 MyD88 comp,STAT3 inh,G6PDH counter
CCCCCc1c(C)nc(Nc2ccc(F)cc2)[nH]c1=O,90,90,11,-0.2,8,8,0.9,-9,14,1
CCNC(=S)N/N=C/c1ccc(C(=O)O)cc1,107,115,-16,-0.3,-1,0,1,-1,-6,6
CN1c2ccccc2C(C)(C)C12C=Cc1cc(O)ccc1O2 (centres undefined),93,92,9,-0.4,28,4,0.7,1,12,15
Clc1ccccc1-c1nn2c(-c3ccccn3)nnc2s1,89,114,-17,-0.1,19,-28,0.8,2,17,3
O=C(CC1SC(=Nc2ccccc2)N(Cc2ccccn2)C1=O)Nc1cccc(Cl)c1 (centres undefined),110,107,-8,-0.5,9,-22,0.9,-5,-5,-9
COC(=O)c1ccc(/C=N/NC(=O)CC(=O)NC2CCCCC2)cc1,104,100,-1,0.3,10,-1,0.9,4,8,-4

# Fetched one by one from the list above, 4 records:
SMILES,STAT3 activator,STAT1 act,STAT1 inh,Hsp70 act,Diaphorase inh,APP transl inh,Diaph act CS,TLR4 MyD88 comp,STAT3 inh,G6PDH counter
CN1c2ccccc2C(C)(C)C12C=Cc1cc(O)ccc1O2 (centres undefined),93,92,9,-0.4,28,4,0.7,1,12,15
CCNC(=S)N/N=C/c1ccc(C(=O)O)cc1,107,115,-16,-0.3,-1,0,1,-1,-6,6
COC(=O)c1ccc(/C=N/NC(=O)CC(=O)NC2CCCCC2)cc1,104,100,-1,0.3,10,-1,0.9,4,8,-4
CCCCCc1c(C)nc(Nc2ccc(F)cc2)[nH]c1=O,90,90,11,-0.2,8,8,0.9,-9,14,1

# An unsorted share of the library, and some 6.1% of all compounds hit somewhere here.
